# Screening results from PubChem.
# OPRM1-OPRD1 inv – inverse agonists of MOR-DOR heterodimerization, primary screen, cell-based, luminescence; inhibition, % at 9.3 µM; cell-based MOR-DOR heterodimer luminescence, inverse agonism; actives 0.21% (n = 340,000); in the data active = inhibition above about 22%, passing the limit was not always enough;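 also: 0% = cells with DMSO and 100% = wells without cells with DMSO; values of inactives mirror those of a sister screen read the other way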
# RTF Ca sens inh – cardiac RTF calcium sensitivity inhibitors, primary screen, biochemical, IANBD-TnC fluorescence, EC70 calcium | IANBD-labeled cardiac RTF, Ca2+ fluorescence | inhibition, % at 7.15 µM | actives 0.12% (n = 340,000) | AID 493244, 2011;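 active = inhibition above the mean inhibition of all tested compounds plus 3 SD, cut at about 17% in these data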;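 also: assay run at fixed EC70 calcium of 1.6 mM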
# RTF Ca sens act – cardiac RTF calcium sensitivity activators, primary screen, biochemical, IANBD-TnC fluorescence, EC20 calcium; Troponin I, cardiac muscle (Homo sapiens) + Troponin T, cardiac muscle (Homo sapiens) + …; activation, % at 7.2 µM; IANBD-labeled TnC RTF fluorescence at EC20 calcium; 0% EC20 calcium, 100% full calcium; actives 0.24% (n = 340,000);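 active = activation above the mean over all tested compounds plus 3 SD, cut at about 30% in these data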;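 also: rise in fluorescence read as greater calcium sensitivity of cardiac thin filaments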
# HTR5A inv ctr – HTR5A inverse agonists in luminescence cell assay, primary screen, counter-screen for OPRM1-OPRD1 heterodimer inverse agonist project, full-deck HTS; 5-hydroxytryptamine receptor 5A (Homo sapiens), P47898; HTR5A cell line, inverse agonism; inhibition, % at 9.3 µM; actives 0.083% (n = 340,000); AID 504634, 2011; in the data active = inhibition mostly above about 23%, no sharp cut-off; inactive = mostly below about 18%;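 also: 0% = cells with DMSO and 100% = no-cell wells with DMSO; some compounds called inactive have numbers as strong as hits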
# Target sequence (P47898 whole entry, looked up): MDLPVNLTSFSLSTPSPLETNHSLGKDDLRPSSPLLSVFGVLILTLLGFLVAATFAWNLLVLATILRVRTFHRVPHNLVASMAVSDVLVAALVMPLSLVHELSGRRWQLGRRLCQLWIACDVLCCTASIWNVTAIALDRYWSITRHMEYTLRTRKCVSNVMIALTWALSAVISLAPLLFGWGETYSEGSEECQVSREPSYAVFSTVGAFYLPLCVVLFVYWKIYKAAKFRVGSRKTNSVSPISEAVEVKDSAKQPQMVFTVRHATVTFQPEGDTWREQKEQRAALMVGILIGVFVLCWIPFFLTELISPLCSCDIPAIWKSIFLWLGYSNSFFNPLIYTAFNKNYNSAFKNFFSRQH
# Keap1-Nrf2 PPI – Keap1-Nrf2 protein-protein interaction inhibitors, primary screen, biochemical, fluorescence polarization, single point. Kelch-like ECH-associated protein 1 (Homo sapiens), Q14145. Keap1 Kelch-Nrf2 peptide fluorescence polarization, 1536-well. inhibition, % at 9.4 µM. actives 0.15% (n = 340,000); in the data active = inhibition above about 12%;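 also: human Keap1 Kelch domain with fluorescein labeled Nrf2 9mer peptide probe; 0% = neutral control wells and 100% = peptide positive control; higher means more block of Keap1 binding to Nrf2 peptide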
# Target sequence (Q14145 whole entry, looked up, the tested form may be a part): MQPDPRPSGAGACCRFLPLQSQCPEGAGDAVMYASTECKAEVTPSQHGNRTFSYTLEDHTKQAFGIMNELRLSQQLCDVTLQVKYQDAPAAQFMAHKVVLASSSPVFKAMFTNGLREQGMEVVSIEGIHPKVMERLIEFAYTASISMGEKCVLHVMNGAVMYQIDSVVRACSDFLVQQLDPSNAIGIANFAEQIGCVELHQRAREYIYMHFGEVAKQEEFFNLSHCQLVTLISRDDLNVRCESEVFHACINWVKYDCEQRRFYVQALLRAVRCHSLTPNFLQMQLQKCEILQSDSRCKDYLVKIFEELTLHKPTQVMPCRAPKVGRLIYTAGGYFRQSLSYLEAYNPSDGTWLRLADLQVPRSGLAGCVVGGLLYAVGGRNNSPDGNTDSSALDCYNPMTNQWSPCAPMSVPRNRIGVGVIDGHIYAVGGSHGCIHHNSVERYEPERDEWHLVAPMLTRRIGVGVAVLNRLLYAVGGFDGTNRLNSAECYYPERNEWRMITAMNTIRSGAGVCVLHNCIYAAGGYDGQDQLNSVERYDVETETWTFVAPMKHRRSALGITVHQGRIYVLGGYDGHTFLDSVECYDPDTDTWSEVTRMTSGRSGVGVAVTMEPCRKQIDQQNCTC
# MOR-DOR ag – agonists of OPRM1-OPRD1 heterodimerization, primary screen, cell-based, luminescence | Mu-type opioid receptor (Homo sapiens) + Delta-type opioid receptor (Homo sapiens), … | activation, % at 9.3 µM | cells | actives 0.3% (n = 340,000); in the data active = activation above about 18%;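 also: 0% = vehicle-treated cells and 100% = reference agonist; values of inactives mirror those of a sister screen read the other way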
# HTR5A ag – HTR5A agonists in luminescence cell assay, primary screen, counter-screen for OPRM1-OPRD1 heterodimer agonist project, full-deck HTS; 5-hydroxytryptamine receptor 5A (Homo sapiens), P47898; cell-based; activation, % at 9.3 µM; actives 0.61% (n = 340,000); in the data active = activation mostly above about 9.5%, no sharp cut-off; inactive = mostly below about 7.6%;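 also: 0% = cells with vehicle only and 100% = reference agonist; strong numbers were not always called active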
# V-ATPase pH – regulators of yeast V-ATPase proton pumping, primary screen, pHLuorin cytosolic pH fluorescence; S. cerevisiae; response, % at 10 µM; actives 0.37% (n = 350,000); AID 504577, 2011; in the data active = response mostly above about 7.3%, no sharp cut-off; inactive = mostly below about 5.4%; also: actives read high; inactives centre near 0; some compounds called inactive have numbers as strong as hits; reference of the scale not given here
# LANA DNA inh – inhibitors of KSHV C-LANA binding to DNA, primary screen, biochemical, fluorescence polarization, FAM-LBS DNA, MBP-C-LANA, single point | actives 0.078% (n = 340,000) | AID 504423, 2011 | inhibition, % at 9 µM | Kaposi's sarcoma herpesvirus LANA C-terminal domain (residues 932-1162) DNA binding;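 active = highest replicate inhibition at or above 60% at 9 µM, even if other replicates fall short; inactive = all replicates below 60% inhibition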;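 also: 0% = neutral control wells and 100% = 4 µM acridine orange control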
# CAL PDZ FP – untagged CAL PDZ binding inhibitors, primary screen, biochemical, fluorescence polarization, HTS; purified CAL PDZ, TMR-peptide fluorescence polarization, 1 h; actives 0.92% (n = 300,000); inhibition, % at 24.9 µM;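 active = mean inhibition of at least 30% with at least half of replicates also reaching 30%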;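 also: 0% = DMSO neutral control and 100% = excess unlabeled competitor peptide PRC23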
# Starred values were filed as active, the others as inactive; · = no result given.
no.	Compound	OPRM1-OPRD1 inv	RTF Ca sens inh	RTF Ca sens act	HTR5A inv ctr	Keap1-Nrf2 PPI	MOR-DOR ag	HTR5A ag	V-ATPase pH	LANA DNA inh	CAL PDZ FP
1	COc1ccccc1NC(=S)NC(=O)/C=C/c1cccs1	2	8	6	-3	-1	-0.5	1	-2	-0.3	1
2	COc1cccc(C(=O)CC(C(=O)O)c2ccc(F)cc2)c1 (configuration not stated)	6	-22	-3	-8	-4	-0.8	3	2	-1.0	-2
3	COc1cccc(OCc2nnc(SCC(=O)NCc3ccco3)n2CCc2ccccc2)c1	16	-6	-1	11	-9	-3.1	4	4	0.7	-5
4	O=C(Nc1cccc(O)c1)c1ccc([N+](=O)[O-])cc1Cl	-4	-8	-5	10	2	0.8	-4	-4	-0.5	0
5	CC(C)CNC(=O)NC(=O)CSc1nc2ccccc2n1CC(C)C	-18	-5	-5	-18	-5	4.0	4	-5	-1.1	0
6	Cc1ccc(C(=O)n2c3ccccc3c3ccccc32)cc1	-4	-10	4	16	-1	0.7	-7	2	-0.9	-4
7	COc1ccc(C2N(c3cc(Cl)ccc3OC)C(=O)C3CCCN32)cc1OC (configuration not stated)	5	-4	9	3	-8	-0.9	-1	1	0.1	·
8	Cn1c(=O)c2ccccc2n(Cc2cccc(F)c2)c1=O	11	1	-9	1	-5	-2.3	0	0	-0.6	-7
9	O=C(Nc1ccccc1C(=O)NC(Cc1ccccc1)C(=O)O)c1ccccc1 (configuration not stated)	5	4	-5	15	4	-0.9	-6	0	-1.3	5
10	C#CCOCCOCCOCCNc1nc(N2CCN(C(=O)[C@H](C(C)C)n3cc(CCO)nn3)CC2)nc(N2CCN(C(=O)[C@H]([C@@H](C)CC)n3cc(CCC(=O)O)nn3)CC2)n1	2	-18	-6	-16	-4	-0.4	1	-7	-6.0	-4
11	Cc1cc(C)cc(OCCCn2ccnc2)c1	6	-8	0	-9	-3	-1.2	2	9.0*	-1.3	-2
12	O=C(/C=C/c1cccc(Cl)c1)NCCN1CCOCC1	6	-8	1	2	-3	-0.9	2	2	-1.2	12
13	COc1cccc(NC(=O)C2CCCN(S(=O)(=O)c3cccc4nonc34)C2)c1 (configuration not stated)	12	-5	3	-15	-3	-2.4	6	-3	-1.0	0
14	COc1ccc(NS(=O)(=O)c2ccc(OC)c3ccccc23)cn1	2	5	3	3	2	-0.3	1	-4	0.4	1
15	COc1ccccc1/C=C1\SC(=S)N(CCC(=O)NCCCN2CCOCC2)C1=O	-14	-35	9	1	-5	2.5	0	-2	0.4	-8
16	c1ccc(CNCC2COc3ccccc3O2)cc1 (configuration not stated)	4	-7	-6	-6	0	-0.7	2	-3	0.1	-7
17	C/C(=N\NC(=O)c1ccccc1C)c1ccc(NC(=O)c2cccs2)cc1	-11	-5	0	-21	-3	2.0	4	-3	-0.6	-3
18	Cc1cccc(NC(=O)COC(=O)c2nn(C)c(=O)c3ccccc23)c1C	13	3	2	5	0	-2.7	-1	-1	0.9	-3
19	O=C(CSc1nnc(COc2ccc(Cl)cc2)o1)N1CCCCC1	2	-7	-5	-9	-3	-0.3	3	5	-0.9	-5
20	O=C(CN1C(=O)NC2(CCOc3ccccc32)C1=O)c1ccc(Cl)cc1 (configuration not stated)	4	0	-1	13	-4	-0.7	2	1	-0.4	-5
21	CCSc1nc2sc3c(c2c(=O)n1-c1ccc(C)cc1)CCN(C)C3	-5	-10	4	-7	-2	1.2	2	2	-2.0	-5
22	CSc1ccccc1OCc1cc(C(=O)NCCCc2ccccc2)no1	17	-7	9	-25	1	-3.3	11	-3	1.2	-6
23	Cc1c(CCC(=O)O)c(=O)oc2cc(OCc3ccccc3F)ccc12	12	0	-7	7	3	-2.5	-2	-6	0.5	1
24	CC(=O)Nc1ccc(NC(=O)CCCn2cnc3ccccc3c2=O)cc1	8	-6	5	0	-5	-1.3	0	-2	2.5	-2
25	Cc1ccc(-c2ccc(C(=O)O)o2)cc1Cl	8	-4	3	-18	0	-1.7	6	3	16	0
26	C=CCNC(=O)c1c(O)c2cccc3c2n(c1=O)CCC3	-15	0	-2	17	-3	2.7	4	-5	1.6	33*
27	CCCCNC(=O)C1c2cc(OC)c(OC)cc2C(=O)N(C)C1c1cccs1 (configuration not stated)	5	-13	2	3	5	-0.9	-5	0	0.4	-3
28	CSc1ccc(N=Nc2c(C)[nH]n(C)c2=O)cc1	16	-1	0	-11	0	-3.4	0	3	0.0	3
29	O=C(NCCC1=CCCCC1)C1CCN(Cc2cnn(-c3ccccc3)c2-n2cccc2)CC1	-21	3	6	11	3	4.4	-4	1	-1.0	-2
30	COc1ccc(N2CCN(C(=O)CN3c4cccc5cccc(c45)S3(=O)=O)CC2)cc1	14	-9	6	21	0	-3.6	2	2	-0.9	·
31	CCCCNC(=O)CSc1nnc(-c2ccc(S(=O)(=O)N3CCCC3)cc2)n1C	18	0	1	3	1	-3.3	-2	-1	-0.9	0
32	O=C(OCC(=O)N1CCc2ccccc2C1)c1ccc(F)cc1Cl	10	2	-6	-9	-2	-1.8	2	0	0.5	·
33	CC(C)C(NC(=O)c1ccccc1)C(=O)N1CCN(C/C=C/c2ccccc2)CC1 (configuration not stated)	13	-5	0	-4	0	-3.3	-3	6	1.1	-1
34	Cc1cc(C)cc(OCc2nnc(SCC(=O)OC3CCCCC3)o2)c1	-15	-4	-2	-15	-1	3.0	6	2	0.4	-1
35	CC1CCC2C(=O)N(c3ccc(C(=O)Oc4cccc5cccnc45)cc3)C(=O)C2C1 (configuration not stated)	-7	-44	2	16	0	1.2	6	-5	-0.6	-3
36	CCOc1ccc(-n2c(SCc3nc(-c4cccs4)no3)nnc2-c2ccncc2)cc1	5	-6	4	-13	-3	-1.1	-2	2	-1.5	-2
37	Cc1cc(S(=O)(=O)N2CCCOC2CNC(=O)C(=O)NCc2cccs2)ccc1F (configuration not stated)	-7	-3	5	-11	1	1.7	4	-3	3.3	3
38	Nc1nc(N)nc(-c2ccc(Oc3ccccc3)cc2)n1	14	2	1	1	1	-2.5	-6	0	-0.4	2
39	Cc1onc(-c2ccccc2)c1C(=O)Nc1nnc(C(C)C)s1	7	-6	-2	3	3	-1.3	1	1	0.1	-2
40	COC(=O)Cc1ccc(N(Cc2ccccc2F)S(=O)(=O)c2ccc(Cl)cc2)cc1	-21	-3	-2	4	-6	4.1	-2	-1	0.1	-1
41	O=C(CCC(=O)c1ccc(Oc2ccccc2)cc1)Nc1cccc(Cl)c1	2	-10	1	-15	2	-0.4	-2	-1	1.2	8
42	Cc1ccc(NC2CCCN(C(=O)CCn3nccc3C)C2)cc1C (configuration not stated)	-6	-17	-1	-7	-4	0.9	-4	-4	1.8	27
43	O=C(CCn1c(=O)oc2ccccc21)NCCN1CCc2ccccc2C1	9	-4	1	2	0	-1.7	2	4	7.4	·
44	COc1ccc2[nH]cc(CCNC(=S)NC3CCCC3)c2c1	9	-7	8	24	0	-2.0	-2	-2	0.0	-28
45	O=C(c1cc(COc2ccc(F)c(F)c2)on1)N1CCOCC1	12	0	-6	1	-1	-2.3	-2	1	-1.6	-4

# Five entries out of the list, arranged by SMILES length, lowest first:
no.	Compound	OPRM1-OPRD1 inv	RTF Ca sens inh	RTF Ca sens act	HTR5A inv ctr	Keap1-Nrf2 PPI	MOR-DOR ag	HTR5A ag	V-ATPase pH	LANA DNA inh	CAL PDZ FP
45	O=C(c1cc(COc2ccc(F)c(F)c2)on1)N1CCOCC1	12	0	-6	1	-1	-2.3	-2	1	-1.6	-4
39	Cc1onc(-c2ccccc2)c1C(=O)Nc1nnc(C(C)C)s1	7	-6	-2	3	3	-1.3	1	1	0.1	-2
43	O=C(CCn1c(=O)oc2ccccc21)NCCN1CCc2ccccc2C1	9	-4	1	2	0	-1.7	2	4	7.4	·
37	Cc1cc(S(=O)(=O)N2CCCOC2CNC(=O)C(=O)NCc2cccs2)ccc1F (configuration not stated)	-7	-3	5	-11	1	1.7	4	-3	3.3	3
33	CC(C)C(NC(=O)c1ccccc1)C(=O)N1CCN(C/C=C/c2ccccc2)CC1 (configuration not stated)	13	-5	0	-4	0	-3.3	-3	6	1.1	-1

# The main list resumes with the three entries that preceded the break.
no.	Compound	OPRM1-OPRD1 inv	RTF Ca sens inh	RTF Ca sens act	HTR5A inv ctr	Keap1-Nrf2 PPI	MOR-DOR ag	HTR5A ag	V-ATPase pH	LANA DNA inh	CAL PDZ FP
43	O=C(CCn1c(=O)oc2ccccc21)NCCN1CCc2ccccc2C1	9	-4	1	2	0	-1.7	2	4	7.4	·
44	COc1ccc2[nH]cc(CCNC(=S)NC3CCCC3)c2c1	9	-7	8	24	0	-2.0	-2	-2	0.0	-28
45	O=C(c1cc(COc2ccc(F)c(F)c2)on1)N1CCOCC1	12	0	-6	1	-1	-2.3	-2	1	-1.6	-4
46	Cc1ccc(OCc2cn3cccnc3n2)cc1	6	14	4	-15	2	-1.1	-1	7	0.1	-2
47	CCCC(=O)c1ccc(N2CCCCC2)c(F)c1	-19	-11	-3	1	0	2.6	0	-3	1.0	1
48	CCc1c(O)nc(SCC(=O)Nc2nc3ccccc3s2)n(C2CCCCC2)c1=O	7	-3	0	10	-4	-1.4	0	0	-1.5	-2
49	Cc1ccc(S(=O)(=O)NC(C)(C)CSc2nnc(Nc3ccccc3)s2)cc1	-12	1	3	-28	8	2.0	2	4	1.6	-19
50	S=C1NCCc2ccc(Cl)cc2C1c1ccccc1Cl (configuration not stated)	10	9	-1	-20	-1	-1.6	-1	0	1.4	-7
51	CCOc1ccc(Br)cc1C(=O)N/N=C/c1cccnc1	5	-9	-6	2	-5	-1.0	-1	3	-1.8	0
52	Clc1ccc(C#Cc2cccnc2)cc1	4	-14	2	5	0	-0.8	-2	-2	-0.7	-5
53	CCc1n[nH]c(=S)n1/N=C/C(C)=C\c1ccccc1	-17	-3	2	-9	1	3.5	2	-4	1.9	-3
